Source: PubChem
M1 antag: antagonists of human M1 muscarinic receptor; P11229; CHO-K1 hM1, Fluo-8 calcium fluorescence, ACh EC80 antagonist; inhibition, % at 3 µM; 360,000 compounds, 1.3% hits;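 active means percent inhibition above its own plate's cutoff, namely the mean of that plate's compound wells plus 3 SD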;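 further: peak over basal fluorescence ratio during 140 s after agonist addition; 0% = ACh EC80 plus DMSO and 100% = DMSO alone without agonist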
Target sequence (P11229 whole entry, looked up): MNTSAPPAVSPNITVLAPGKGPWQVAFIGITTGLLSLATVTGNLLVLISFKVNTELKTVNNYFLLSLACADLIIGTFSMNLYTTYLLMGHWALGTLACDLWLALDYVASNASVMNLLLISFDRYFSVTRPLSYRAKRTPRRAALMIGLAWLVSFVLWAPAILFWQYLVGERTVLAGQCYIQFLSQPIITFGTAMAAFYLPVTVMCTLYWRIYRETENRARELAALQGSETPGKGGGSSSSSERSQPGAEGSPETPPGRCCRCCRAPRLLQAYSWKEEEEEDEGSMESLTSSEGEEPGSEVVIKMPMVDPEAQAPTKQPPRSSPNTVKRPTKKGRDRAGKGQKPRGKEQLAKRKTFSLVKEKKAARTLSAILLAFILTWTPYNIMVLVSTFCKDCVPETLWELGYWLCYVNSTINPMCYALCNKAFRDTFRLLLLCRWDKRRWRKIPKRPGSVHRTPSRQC
TAAR1 antagonist: antagonists of human TAAR1; Q96RJ0; CHO RD-HGA16 TAAR1, Fluo-8 calcium fluorescence, antagonist; inhibition, % at 3 µM; 360,000 compounds, 1.5% hits;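 active means inhibition above a per-plate cutoff, the mean inhibition of test compounds on that plate plus 3 SD, cut at about 49% in these data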;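 further: 0% = DMSO plus EC80 beta-PEA response and 100% = DMSO alone without agonist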
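System: CHO RD-HGA16 cells bearing hTAAR1. Reagent: EC80 β-phenethylamine stimulus. Schedule: seeding 17-24 h prior, 75-min 37 °C, 30-min RT dye loading. Signal: Fluo-8 intracellular calcium dye fluorescence, real-time kinetic reads. Read-out: % inhibition from peak post-agonist over basal fluorescence ratio. Benchmarks: vehicle wells and EC80 agonist wells. Replicates: n of 1.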
OXTR ag: activates the human oxytocin receptor; P30559; CHO-OTR cells, Fluo-8 calcium fluorescence; normalized: DMSO 0%, oxytocin 100%; activation, % at 3 µM; 320,000 compounds, 0.32% hits;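 active means activation above the mean of all tested compounds plus 3 SD, cutoff set per screening run, cut at about 20% in these data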;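 further: peak over basal fluorescence ratio from a 100 s FLIPR kinetic read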
CHO parental Ca: signal in parental CHO cells, OX1R antagonist counter-screen | parental CHO-K1, ATP-induced calcium, Fluo-8 fluorescence | 330,000 compounds, 0.63% hits | inhibition, % at 5.6 µM | AID 463079;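 active means inhibition above that plate's mean sample inhibition plus 3 SD, cut at about 26% in these data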;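 further: 0% = ATP-challenged DMSO wells and 100% = DMSO wells without ATP; some compounds past the cut are filed as inactive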
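Test system: parental CHO cells; detection: calcium-sensitive Fluo-8 fluorescence; evaluation: percent inhibition of calcium signal; also added: ATP as calcium-mobilizing challenge; repeats: one well per compound; control set: ATP-challenged DMSO wells low, unchallenged DMSO wells high; compound: single nominal dose of 5.6 µM per compound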
M1 PAM: positive allosteric modulators of human M1 muscarinic receptor; P11229; 360,000 compounds, 0.088% hits; CHO-K1 hM1, Fluo-8 calcium fluorescence, ACh EC20; 0% = ACh EC20, 100% = maximal ACh; activation, % at 3 µM; AID 588819; in the data active means activation above about 19%, passing the limit was not always enough
V1R ag counter: counter-screen for oxytocin receptor agonists: human V1a receptor agonists | CHO-V1R cells, Fluo-8 calcium fluorescence, agonist mode; 0% DMSO, 100% 3 nM vasopressin | activation, % at 3 µM | 320,000 compounds, 0.25% hits | AID 2797;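 active means activation above the mean activation of all tested compounds plus 3 SD, per screening run, cut at about 20% in these data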;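 further: signal is peak over basal fluorescence ratio across a 100 second FLIPR read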
Target sequence (P37288 whole entry, looked up): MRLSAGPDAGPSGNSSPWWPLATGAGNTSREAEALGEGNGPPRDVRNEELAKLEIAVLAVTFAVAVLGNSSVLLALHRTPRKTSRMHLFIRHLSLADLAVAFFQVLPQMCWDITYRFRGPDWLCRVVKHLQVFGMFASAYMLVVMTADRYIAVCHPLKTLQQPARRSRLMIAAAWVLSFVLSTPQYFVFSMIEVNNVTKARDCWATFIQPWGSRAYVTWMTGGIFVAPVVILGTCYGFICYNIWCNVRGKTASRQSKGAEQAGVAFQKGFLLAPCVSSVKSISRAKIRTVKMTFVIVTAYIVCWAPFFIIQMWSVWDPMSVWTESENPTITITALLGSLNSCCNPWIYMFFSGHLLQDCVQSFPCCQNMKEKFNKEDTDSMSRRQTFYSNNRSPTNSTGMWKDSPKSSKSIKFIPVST
M1 ag: human M1 muscarinic receptor agonism. P11229. CHO-K1 hM1, Fluo-8 calcium fluorescence, agonist mode; 0% DMSO, 100% acetylcholine EC100. activation, % at 3 µM. 360,000 compounds, 0.33% hits;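 active means activation above the run's mean compound activation plus 3 SD, cut at about 16% in these data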;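 further: peak over basal fluorescence ratio within a 140 s kinetic read after compound addition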
OXTR potentiator: potentiates the human oxytocin receptor response. 320,000 compounds, 0.061% hits. activation, % at 3 µM. CHO-OTR cells, Fluo-8 calcium fluorescence, potentiator mode; 0% = oxytocin EC15, 100% = EC100. P30559;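 active means activation above that plate's cutoff, the mean activation of tested compounds plus 3 SD, cut at about 6.6% in these data, passing the limit was not always enough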;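 further: 100% uses oxytocin at 75 nM as the full agonist control; some results filed as inactive read as strong as hits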
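assay system = CHO-OTR cells, human receptor | schedule = compound 6 min at room temperature before oxytocin, 100 s read | detection = Fluo-8 intracellular calcium fluorescence, ex 470-495, em 515-575 nm | evaluation = normalized max/min fluorescence ratio, % activation | control set = EC15 oxytocin alone as 0%, 75 nM oxytocin (EC100) as 100%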
TAAR1 ag: agonists of human TAAR1; Q96RJ0; CHO RD-HGA16 TAAR1, Fluo-8 calcium fluorescence; vehicle wells 0%, saturating PEA agonist 100%; 360,000 compounds, 0.99% hits; AID 624467; activation, % at 3 µM;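 active means activation above the mean activation of all test compounds in the run plus 3 SD, cut at about 38% in these data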
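Assay system – CHO-derived RD-HGA16 cells with stable Gα16 and human TAAR1 · Compound dosing – one-point dosing at 3 µM (nominal) · Incubation – 17-24 h seeding, 75 min 37 °C dye, 30 min RT · Measured by – kinetic Fluo-8 calcium fluorescence · Control set – DMSO vehicle as 0%, PEA at EC100 as 100% · Repeats – single well for each compound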
* = called active by the depositor; x = not tested or not shown. Not a hit list; about 3.7% have a hit in one of these screens.

SMILES	M1 antag	TAAR1 antagonist	OXTR ag	CHO parental Ca	M1 PAM	V1R ag counter	M1 ag	OXTR potentiator	TAAR1 ag
COCC(N)(c1ccccc1)c1nc2ccccc2n1C (stereo not drawn)	-9	1	-1.4	-9	9	-1.4	-5	2	6
O=C(Cc1ccccc1[N+](=O)[O-])NC1CC2CCC1C2 (stereo not drawn)	-26	-5	-0.3	-11	21	0.1	2	1	0
COCCN1C(=O)c2ccccc2C(C(=O)NCCCN2CCCC2=O)C1c1c[nH]c2ccccc12 (stereo not drawn)	-11	-5	x	x	13	x	-4	x	4
Cc1ccc2c(c1)nnn2C1CCN(C(=O)c2ccccc2F)CC1	-11	20	-2.1	-16	7	-0.2	-4	-3	1
Cc1ccc(CN2C(=O)C(C)Oc3ccccc32)cc1 (stereo not drawn)	-6	-7	-3.1	-15	2	-1.4	-5	0	-1
O=C(COC(=O)c1c2c(nc3ccccc13)/C(=C\c1ccco1)CC2)NC1CCCC1	-6	19	x	x	-3	x	-7	x	2
CC(=O)c1sc(NC(=O)C2CSC3(C)CCC(=O)N23)nc1-c1ccccc1 (stereo not drawn)	-13	6	-0.2	-10	7	0.2	-2	-2	2
O=C1CCCC(O)=C1N=Nc1ccc(S(=O)(=O)N2CCOCC2)cc1	10	-20	1.0	-10	-2	0.1	-1	-1	0
Oc1ccc(/C=N/N2CCCCC2)c(O)c1O	-4	-12	1.0	-8	4	1.5	2	-9	10
COc1ccccc1CNC(=O)CC1Sc2ccccc2NC1=O (stereo not drawn)	-3	-15	-0.4	-21	4	0.1	-6	-12	0
Cn1c(=O)c2c(nc(Cl)n2Cc2ccncc2)n(C)c1=O	-3	10	1.0	-2	0	-0.3	-4	-11	12
CC(C(=O)Nc1ccccc1F)N1CCN(C)CC1 (stereo not drawn)	x	x	0.4	-10	x	0.5	x	-16	x
COc1ccc(C2=NOC(C(=O)Nc3ccc4c(c3)OCO4)C2)cc1 (stereo not drawn)	11	-25	x	x	-7	x	-2	x	1
COc1cccc(-c2ccc(NC(=O)C3CCCN(Cc4cc(C)[nH]n4)C3)cc2)c1 (stereo not drawn)	1	8	5.5	-21	-2	1.6	-4	-6	8
CC(C)(C)c1ccc2c(c1)N(CC(=O)N1CCOCC1)C(=O)CO2	-18	-5	-1.0	-6	10	-0.6	-2	-5	0
CCOc1ccc(OCCCC(=O)NCCOc2ccccc2OC)cc1	-6	-2	-0.4	-12	8	-1.1	-2	-4	0
COCOCCn1cc(CN2CCS(=O)(=O)N(Cc3ccc(-c4ccc(Cl)cc4)cc3)C(CC(C)C)C2=O)nn1 (stereo not drawn)	-8	24	x	x	8	x	-3	x	5
Cc1cc(C)cc(N(CC(=O)NC2CCCC2)C(=O)CCC(=O)Nc2nc(C)cs2)c1	-10	-7	11	-19	8	13	5	-16	43*
O=C(NCCO)c1cccc(-c2ccc3nncn3c2)c1	-3	-23	x	x	-1	x	-3	x	1
N#C/C(=C\c1ccc2c(c1)OCCO2)C(=O)Nc1nccs1	6	6	-0.5	2	-3	-0.6	-1	-4	-1

Record cards (already shown). Order of screens: M1 antag | TAAR1 antagonist | OXTR ag | CHO parental Ca | M1 PAM | V1R ag counter | M1 ag | OXTR potentiator | TAAR1 ag
Profile of COc1ccccc1CNC(=O)CC1Sc2ccccc2NC1=O (stereo not drawn) : -3 | -15 | -0.4 | -21 | 4 | 0.1 | -6 | -12 | 0
Profile of Cc1ccc(CN2C(=O)C(C)Oc3ccccc32)cc1 (stereo not drawn) : -6 | -7 | -3.1 | -15 | 2 | -1.4 | -5 | 0 | -1
Profile of O=C(NCCO)c1cccc(-c2ccc3nncn3c2)c1 : -3 | -23 | x | x | -1 | x | -3 | x | 1
Profile of N#C/C(=C\c1ccc2c(c1)OCCO2)C(=O)Nc1nccs1 : 6 | 6 | -0.5 | 2 | -3 | -0.6 | -1 | -4 | -1

Later entries
SMILES	M1 antag	TAAR1 antagonist	OXTR ag	CHO parental Ca	M1 PAM	V1R ag counter	M1 ag	OXTR potentiator	TAAR1 ag
COc1ccc(C(=O)N2CCCC(C(=O)N3CCN(c4ccccc4)CC3)C2)cc1 (stereo not drawn)	-18	-27	-2.1	-24	12	-2.1	-3	-15	-1
O=C1CCNc2ccc(-c3ccccc3)cc21	2	7	0.5	2	2	0.4	-2	-5	10
C/C(CC(=O)Nc1ccc2c(c1)OCCO2)=N\NC(=O)c1ccccn1	-7	15	0.5	-3	6	0.3	-3	-10	0
CC(Sc1nnc(Cn2c(=O)sc3ccccc32)n1C)c1ccccc1 (stereo not drawn)	-7	-4	0.0	-17	5	0.4	-1	-4	1
Cn1cccc1C(=O)OCC(=O)Nc1ccc2[nH]c(=O)[nH]c2c1	3	3	-0.6	2	5	-0.2	-2	-10	-2
CCOc1cc(N2CCOCC2)c(OCC)cc1NC(=O)CSc1nnc(N)s1	-4	100*	0.1	-16	3	0.3	0	0	-2
CC(C)NC(=O)C1CCCN(c2nnc(-n3cccc3)s2)C1 (stereo not drawn)	-10	0	-0.2	-11	8	0.2	3	2	0
CC(C)N(C)CCOC(=O)/C=C/c1ccccc1	-8	54*	2.0	1	6	0.5	-10	5	73*
COC(=O)C[C@H]1C[C@H]2c3cc(NC(=O)CC4CC4)ccc3O[C@H]2[C@H](CO)O1	-13	-12	x	x	-1	x	1	x	9
CCOC(=O)c1ccc(NC(=O)c2ccc(C)c(S(=O)(=O)N3CCOCC3)c2)cc1	51*	80*	7.7	11	-18	7.9	6	-19	25
CCOc1ccc(-c2cc(N3C(=O)Nc4ccccc4N3O)n[nH]2)cc1	-6	-12	-0.4	3	3	1.1	-5	4	28
COc1ccc(CNC(=O)Cc2csc(NC(=O)Nc3ccccc3OC)n2)cc1	2	56*	-1.7	-15	-2	-1.4	-1	-7	15
Cc1ccc(NC(=O)CCC(=O)NNC(=O)c2ccccc2)c(C)c1	-2	-9	-0.5	-7	-2	1.1	-8	-6	2
N#C[C@H]1C(O)C(O)c2ccccc2N1C(=O)c1ccccc1 (stereo partly drawn)	5	-12	-0.3	-7	-1	-0.5	-4	-4	1
CCCn1nc(C(=O)N2CC(=O)Nc3ccccc32)c2ccccc2c1=O	-3	-7	-0.4	-7	4	1.4	-2	-5	9
CCOc1ccccc1N(CC(=O)Nc1ccc2c(c1)OCCO2)S(C)(=O)=O	-4	6	0.2	-16	2	0.6	-2	1	12
NC(=O)C1CCN(C(=O)/C(=C/c2ccco2)NC(=O)c2ccccc2)CC1	4	-5	0.6	0	5	1.3	-2	-5	0
CC(Sc1sc(=S)sc1SC(C)C(=O)O)C(=O)O (stereo not drawn)	1	-28	0.2	-1	8	-0.1	-5	3	5
Cc1ccc(OCC(=O)Nc2nnc(C3CCCO3)s2)c(Br)c1 (stereo not drawn)	37*	-1	-0.8	-17	-15	0.6	-5	3	-2
Fc1cccc(NC(=S)NCCCN2CCOCC2)c1	-3	-8	0.4	-8	6	-0.1	-5	-10	11
CC(C)(C)NC(=O)Cn1ccc(=N)c2ccccc21	2	-6	-0.1	4	-3	-0.8	-6	-9	-1
COc1ccc(N2C(=NC(=O)C3CC3)SC3CS(=O)(=O)CC32)cc1Cl (stereo not drawn)	2	-4	0.9	-12	3	0.4	-1	-7	2
C/C(CC(=O)Nc1ccc(Cl)c(C(F)(F)F)c1)=N\NC(=O)c1cnccn1	1	-24	0.3	1	1	5.8	0	-9	12
CC(C)C(C)NC(=O)COC(=O)c1cc(S(=O)(=O)N(C)C)ccc1N1CCCC1 (stereo not drawn)	x	x	0.0	-11	x	1.1	x	-1	x
CCC(CC)C(=O)N1CC(=O)Nc2ccc(C)cc2C1c1ccccc1 (stereo not drawn)	-1	-3	1.3	-22	0	-0.8	-3	-2	2
Cc1cccc(-c2nnc(SCC(=O)Nc3cccc(C(=O)N4CCOCC4)c3)n2C)c1	-6	-6	-0.1	-17	4	0.8	-6	1	0
CC1=CC(C)(C)N(C(=O)CNC2CCCC2)c2cc(C)ccc21	99*	3	0.3	-23	-23	-0.3	-7	-12	3
COc1ccccc1NC(=O)CCC(=O)Nc1nnc(C2CCCCC2)s1	2	-13	1.3	-14	1	2.2	-1	-5	1
Cc1ccc(-c2nc3ncccn3c2Nc2ccc3c(c2)OCCO3)o1	-32	11	-1.5	-24	4	0.1	-2	-2	4
Cc1nn(C)cc1/C=N/NC(=O)Cn1nccc1C	-2	-1	-0.2	-2	4	0.3	-1	-5	-1
COc1ccc(NS(=O)(=O)c2cc(C(=O)NNC(=O)c3ccncc3)ccc2OC)c(OC)c1	-3	-23	-0.1	-2	0	-0.3	-2	-6	6
COCc1c(C(=O)OCC(=O)c2ccc[nH]2)oc2ccccc12	-8	11	0.0	-16	-2	0.5	-6	-7	4
O=C(/C=C/c1ccccc1[N+](=O)[O-])N1CCc2ccccc2C1	6	11	-0.3	-19	7	0.4	-1	-13	5
Fc1cc(Cl)ccc1NC1=NCCCCC1	-3	1	0.9	-3	2	1.7	-9	-7	2
O=C(Nc1ccccc1)N1CCCCC1c1cccnc1 (stereo not drawn)	-6	4	-0.5	-3	4	5.6	-1	0	2
O=C(/C=C\Nc1ccc2c(c1)OCO2)c1ccc2c(c1)OCO2	-1	-2	0.0	-14	1	0.5	-5	-5	2
CCOC(=O)N1CCC(NCCNC(=O)c2ccco2)CC1	21	-10	1.5	-7	-7	10	-2	5	4
O=C(NNC(=S)NC1CCCCC1)c1ccccc1Cl	-5	-20	1.0	-1	7	0.1	-5	-15	0
COC(=O)c1ccc(N2CCN(CC(=O)c3ccc(-c4ccccc4)cc3)CC2)c([N+](=O)[O-])c1	-8	-16	-0.3	6	8	-0.3	-5	-7	2
O=C(COC(=O)C1(c2cccc(F)c2)CCCC1)NCc1cccs1	-1	19	-2.0	-23	2	0.3	-3	-29	2
CC1(C(=O)NCc2ccccc2Br)CCN1C(=O)C1(c2ccc(Cl)cc2)CC1 (stereo not drawn)	-12	-11	x	x	11	x	-4	x	0
CC(O)CNC(=O)C1CCN(Cc2ccc(OCc3ccccc3)cc2)CC1 (stereo not drawn)	-5	22	0.8	-13	0	0.4	-6	4	10
CCOC(=O)c1ccc(NC(=O)c2nc[nH]c2C(=O)N2CCN(c3ccccc3)CC2)cc1	-15	-14	0.3	-7	3	0.8	-4	2	3
